Insulin prom inh: inhibitors of insulin promoter-driven GFP, primary screen, imaging, TRM-6 cells (human fetal islet line), eGFP reporter, cell count; reporter expression induced with tamoxifen; inhibition, % at 2 µM; 130,000 tested, 0.9% active;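 active means inhibition above the mean plus 3 SD, with well images judged a real hit on visual review, cut at about 60% in these data, passing the limit was not always enough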
SDO1 yeast rescue: growth rescue of sdo1-depleted yeast, primary screen, S. cerevisiae, bone marrow failure model. S. cerevisiae sdo1-depleted JHY4D growth rescue, OD600 30 h; hits give high values; pdr5 snq2 efflux-pump mutant strain. z-score at 10 µM. 140,000 tested, 0.21% active. AID 817, 2007;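 active means z-score above 3 at both the 24 hr and the 30 hr optical density reads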;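 further: z-score against mean and SD of all compound wells on the same plate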
SDO1 yeast rescue Rescue 24 h: second read-out of SDO1 yeast rescue, no call of its own (marks repeat the call); z-score; S. cerevisiae sdo1-depleted JHY4D growth rescue, OD600; measured here: growth rescue at 24 h;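 0 is the plate mean of compound wells and units are plate SD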
An asterisk follows results filed as active; . = not tested or not shown; [ ] = another dose, or the depositor's remark.

entry	canonical_smiles	Insulin prom inh	SDO1 yeast rescue	SDO1 yeast rescue Rescue 24 h
1	CN(C)/C=C(/C#N)C(=O)c1cccc(Oc2ccc(C(C)(C)C)cc2)c1	-4	-1.4	-1.1
2	Cc1ccc(NC(=O)c2nnn(-c3cc(C)cc(C)c3)c2N)cc1	.	-0.33	-0.1
3	O=C(Nc1cccn2ncnc12)c1ccc(Cl)cc1	30	1.2	1.4
4	Cc1cc(C(=O)NCc2cccs2)cs1	-383	0.1	-0.64
5	CCCC(c1nnnn1C(C)(C)CC)N(Cc1ccco1)Cc1cc2ccc(OC)cc2[nH]c1=O (stereo not given)	3	-1.2	-0.84
6	Cc1ccc(-c2csc3ncnc(N4CCN(C(=O)c5ccccc5)CC4)c23)cc1	0	-1.4	-0.81
7	Cn1cc(CCC(=O)NCc2ccc3c(c2)OCO3)c2ccccc21	-1	-0.31	-0.15
8	CCOC(=O)c1cn(CC)c2cc(N3CCSCC3)c(F)cc2c1=O	.	0.81	0.49
9	Fc1cc2ncn(Cc3ccccc3)c2cc1F	.	0.25	-0.28
10	O=S(=O)(CCN(CCS(=O)(=O)C(F)(F)F)CC1CCCO1)C(F)(F)F (stereo not given)	.	-1.2	-0.94
11	Cc1ccc2c(Cl)cc(Cl)c(OCC(=O)NC(=O)NCc3ccco3)c2n1	-13	-1.8	-0.59
12	Cc1ccccc1CSc1nnc(-c2cccs2)n1Cc1ccco1	-149	-0.82	0.03
13	COc1ccc(-c2csc(Nc3cccnc3)n2)cc1	45	-0.67	0.38
14	COc1ccc(OC)c(NC(=O)CCCN2C(=S)NC(C)(C)CC2C)c1 (stereo not given)	5	0.44	0.27
15	OCC1(Cc2ccccc2)CCN(Cc2ccccn2)CC1	0	.	.
16	COc1ccc(CNC(=O)C(c2ccncc2)N(C(=O)Cc2cccs2)c2ccccc2C)cc1 (stereo not given)	-29	-0.85	-1.2
17	COc1cccc(-n2c(SCC(=O)Nc3nccs3)nnc2-c2ccoc2C)c1	-13	-0.31	-0.72
18	CS(=O)(=O)N1CCN(C/C=C/c2ccccc2)CC1	-77	0.72	0.12
19	O=C(c1ccco1)N1N=C(c2cccs2)CC1c1ccc(F)cc1 (stereo not given)	-28	-1.8	-1.2
20	CSCCOC(=O)C1=C(C)NC(=O)CC1c1ccccc1Cl (stereo not given)	15	-1.4	-1.4
21	COC(=O)c1ccc(-n2cnc(Cl)n2)c(F)c1	4	-0.24	0.23
22	CC1(C)CC(=O)c2c(nn(-c3ccccc3)c2N)C1	-18	-0.17	-0.17
23	CCCCC(=O)Nc1ccc2c(c1)nc(CCN1CCOCC1)n2C	9	0.27	0.07
24	CSc1cccc(NC(=S)N(CCCN2CCCC2)Cc2cccn2Cc2ccc(Cl)cc2)c1	-100	.	.
25	Oc1ccc(CNc2ccccc2)c2cccnc12	.	0.6[15.6 µM]	0.23

From compound 9 as far as 12, copied from above:
entry	canonical_smiles	Insulin prom inh	SDO1 yeast rescue	SDO1 yeast rescue Rescue 24 h
9	Fc1cc2ncn(Cc3ccccc3)c2cc1F	.	0.25	-0.28
10	O=S(=O)(CCN(CCS(=O)(=O)C(F)(F)F)CC1CCCO1)C(F)(F)F (stereo not given)	.	-1.2	-0.94
11	Cc1ccc2c(Cl)cc(Cl)c(OCC(=O)NC(=O)NCc3ccco3)c2n1	-13	-1.8	-0.59
12	Cc1ccccc1CSc1nnc(-c2cccs2)n1Cc1ccco1	-149	-0.82	0.03

A draw from above in order of formula weight, highest first.
entry	canonical_smiles	Insulin prom inh	SDO1 yeast rescue	SDO1 yeast rescue Rescue 24 h
5	CCCC(c1nnnn1C(C)(C)CC)N(Cc1ccco1)Cc1cc2ccc(OC)cc2[nH]c1=O (stereo not given)	3	-1.2	-0.84
14	COc1ccc(OC)c(NC(=O)CCCN2C(=S)NC(C)(C)CC2C)c1 (stereo not given)	5	0.44	0.27
19	O=C(c1ccco1)N1N=C(c2cccs2)CC1c1ccc(F)cc1 (stereo not given)	-28	-1.8	-1.2
7	Cn1cc(CCC(=O)NCc2ccc3c(c2)OCO3)c2ccccc21	-1	-0.31	-0.15
21	COC(=O)c1ccc(-n2cnc(Cl)n2)c(F)c1	4	-0.24	0.23

Next records
entry	canonical_smiles	Insulin prom inh	SDO1 yeast rescue	SDO1 yeast rescue Rescue 24 h
26	N#CC1=C(N)Oc2c(oc(CO)cc2=O)C1c1cccs1 (stereo not given)	.	1.5	1.5
27	O=C(CCC(=O)OCC(=O)c1ccccc1)NC1CCCCC1	-24	0.19	-0.28
28	COc1ccccc1Nc1nc(N)nc(CSC(=S)N2CCC(C)CC2)n1	.	-1.4	-1.4
29	O=C(CCC1COc2ccccc2O1)N1CCCC1 (stereo not given)	15	0.37	-0.28
30	CCSc1nc(-c2ccccc2)nc(C(Cl)Cl)n1	14	-0.74	-0.77
31	OC(c1ccc2c(c1)OCO2)c1nccc2ccccc12 (stereo not given)	.	-1.2	-0.96
32	Cc1ccc(COn2c(-c3ccc(Cl)cc3Cl)nc3ncccc32)cc1	-28	-1.7	-1.2
33	COc1ccc(-c2nc(C(N)=O)c3[nH]c(=O)n(-c4ccccc4OC)c3n2)c(OC)c1	.	0.65	0.14
34	Cc1ccc2c(c1)N(CCC(=O)NC(C)C)C(=O)CO2	-38	1	0.9
35	COC(=O)Cn1cnc2ccccc2c1=O	-17	0.44	0.35
36	CCOc1ccccc1NC(=O)c1ccc2nccnc2c1	26	0	-0.71
37	c1csc(C2Nc3ccccc3-c3nc4ccccc4n32)c1 (stereo not given)	40	1.1	1.4
38	CC(C)C1OC2c3cccc4cccc(c34)C2N1c1ccccc1 (stereo not given)	50	-0.64	-0.21
39	Cc1cccc2cc(CN(Cc3ccco3)C(=O)c3cccs3)c(=O)[nH]c12	3	-1.7	-1.7
40	CN(C)c1ccc(/C=C(/C#N)C(=O)NCc2ccccc2)o1	-227	0.12	-0.27
41	NC(=O)c1ccc(C(F)(F)F)n(Cc2ccc(Cl)cc2)c1=O	.	-1.4	0.44
42	Cc1ccc(S/C=C\C(=O)c2ccccc2)cc1	-29	-1.2	-1
43	O=C(COc1nc2ccccc2nc1N1CCOCC1)N1CCc2ccccc21	3	-0.79	-0.44
44	CC[N+](C)(C)Cc1ccccc1Br	-29	0.79	1.5
45	O=C(OC[C@@H]1CCCN2CCCC[C@H]12)c1cc2ccccc2oc1=O	-36	1.7	1.6
46	Cc1cc(=O)[nH]c(N/N=C/C=C/c2ccccc2)n1	-7	.	.
47	COc1ccc(/C=C2\C(=O)N(c3nc(-c4ccc(Br)cc4)cs3)N=C2c2ccccc2)cc1	-42	.	.
48	CCOC(=O)c1c(C)[nH]c(C=Nc2ccc(OC)cc2)c1O	56	0.81	0.26
49	CCOC(=O)C1CCCN(S(=O)(=O)c2ccccc2)C1 (stereo not given)	-9	0.03	-0.45
50	COC(=O)CN(n1cnnc1)S(=O)(=O)c1ccccc1Cl	-48	-0.51	-1.1
51	Cc1noc(C)c1S(=O)(=O)N1CCC(C(=O)N(C)Cc2ccccc2)CC1	4	0.27	-0.09
52	Cc1ccc(S(=O)(=O)N2CCC(C(=O)OCc3ccc([N+](=O)[O-])cc3)CC2)cc1	-17	0.05	0.06
53	COc1nc(N=C(N)N)nc2ccc(C)cc12	.	0.83	0.89
54	CCCSc1nsc(NC(=O)CCC)n1	0	.	.
55	CSc1oc(-c2ccco2)nc1S(=O)(=O)c1ccc(Br)cc1	.	-0.51	-0.73
56	COc1ccc(C(C)=O)cc1CSc1nnc2c(Cl)cc(Cl)cn12	7	0.73	1.1
57	O=C(NCc1ccccn1)c1ccco1	-142	.	.
58	COc1ccc(/C=C/C(=O)OCCNC(=O)c2ccncc2)cc1OC	-27	.	.
59	CCc1nnc(NC(=O)C(CC)c2ccccc2)s1 (stereo not given)	-25	-0.06	-0.26
60	CCOC(=O)c1cc(NC(=O)N(C(C)C)C(C)C)c(C)nc1C	.	1.4	1.4
61	COc1ccc(/C=C2\NC(=O)C(C=NCc3ccccc3)=C2O)cc1	39	0.06	-0.04
62	O=C(O)CCCNCc1ccccc1F	.	0.24	-0.06
63	Oc1ccc(/C=N/NC2=NCCCCC2)cc1	16	0.98	0.12
64	CCn1cc(C(=O)OCC(=O)Nc2ccc(C(C)C)cc2)c(=O)c2ccc(C)nc21	-17	.	.
65	O=C1COc2ccc(-c3n[nH]c(=O)c4ccccc34)cc2N1	7	.	.
66	COC(=O)c1sc(S(=O)(=O)NCCC(=O)O)c(C(=O)OC)c1C	-43	.	.
67	O=[N+]([O-])c1c(Nc2ccccc2)ccc2nonc12	58	0.37	-0.53
68	O=C(/C=C/c1ccccc1)N/C(=C/c1ccccc1)C(=O)N1CCCCC1	-13	1.4	2.1
69	Cc1ccsc1/C=C1\SC(N)=NC1=O	.	0.78	0.76
70	COc1cc2c(=O)n(CC3CCCO3)c(=O)n(CC(=O)Nc3cccc(Cl)c3)c2cc1OC (stereo not given)	41	-0.8	-2.2
71	CCc1ccccc1NC(=S)N(Cc1cccc(C)c1)c1cccnc1	40	.	.
72	CCCCNC(=O)CN1C(=O)NC2NC(=O)NC21 (stereo not given)	.	0.36	-0.04
73	CN1CCN(C(=O)/C(=C\c2cccs2)NC(=O)c2cccs2)CC1	53	0.48	0.2
74	O=C(Cn1nnc2ccccc2c1=O)NCCc1ccc(Cl)cc1Cl	.	-0.76	-0.47
75	O=C1C(Nc2ccccc2)=C(N2CCCCC2)C(=O)c2ccccc21	-14	-2	-1.1

Remaining list, next part.
entry	canonical_smiles	Insulin prom inh	SDO1 yeast rescue	SDO1 yeast rescue Rescue 24 h
76	Cc1cc(C(=O)NCCCOC(C)C)c2ccccc2n1	14	0.97	0.53
77	COc1ccc(NC(=O)CCN2CCCCCC2)cc1	-41	-0.09	0.25
78	COc1ccc(Cn2nnnc2C(c2ccccc2Cl)N2CCC(C(N)=O)CC2)cc1 (stereo not given)	40	0.88	2.5
79	Cc1ccc(N2CC(C)Cn3c2nc2c3c(=O)n(CC(=O)OCc3ccccc3)c(=O)n2C)cc1C (stereo not given)	.	-0.4	-0.18
80	CCOC(=O)c1ccccc1NC(=O)c1ccccc1NS(C)(=O)=O	-194	-1.1	-1.1
81	O=C(NCc1ccco1)C12CN(Cc3ccccc3)CC1C(c1ccc([N+](=O)[O-])cc1)=NO2 (stereo not given)	21	-0.36	-0.63
82	CCOc1ccc(N2CC(C(=O)Nc3ccc(F)cc3F)CC2=O)cc1 (stereo not given)	-20	0.01	-0.59
83	COc1cc(OC)c(OC)cc1/C=N/Nc1ncnc2c1[nH]c1ccccc12	42	-1.4	-0.65
84	CCc1c(O)c(/C(C)=N\O)c(=O)n(-c2ccccc2)c1-c1ccccc1	6	0.01	0.16
85	O=C(Nc1ccc2c(c1)OCCO2)C1CCN(C(=O)c2ccc([N+](=O)[O-])cc2)CC1	25	.	.
86	CCOC(=O)Cc1nn(C)c(=O)c2ccccc12	-9	0.16	-0.12
87	CSc1ccc(S(=O)(=O)Nc2ccc(NC(C)=O)cc2)cc1	-32	1.5	0.93
88	Cc1ccc(NC(=O)CCC(=O)N/N=C/c2cccs2)cc1C	0	0.78	0.56
89	CCc1cc2c(=O)n(-c3ccc(Br)cc3)cnc2s1	59	-0.21	0.82
90	CCCOc1ccc(-c2nnn(CC(=O)Nc3cccc(C(=O)OC)c3)n2)cc1	.	-0.35	1.2
91	CCCn1c(=O)c2ccccc2n2c(SCc3nc4ccccc4s3)nnc12	15	-0.97	-0.35
92	O=C(Cc1c(Cl)cccc1Cl)Nc1cccc(S(=O)(=O)N2CCOCC2)c1	-73	.	.
93	S=C(c1ccccc1)N1CCCc2ccccc21	18	-0.04	0.08
94	Cc1cc(C(=O)CCl)c(C)n1-c1ccon1	82*	.	.
95	Cc1[nH]c(C(=O)N/N=C/c2ccc(N(C)C)cc2)c(C)c1C(=O)N/N=C/c1ccc(N(C)C)cc1	-80	.	.
96	Cc1cccc(-n2c(C)cc(C=C3C(=O)c4ccccc4C3=O)c2C)c1	-7	-1.5	-0.75
97	COC(=O)c1cn(-c2ccccc2)nc1-c1ccc(OC)cc1	-12	.	.
98	CNC(=O)C(Sc1nc(C)nc2c1oc1ccccc12)C(C)=O (stereo not given)	34	-0.59	-0.33
99	Cc1ccc(C(=O)Nc2cccc(C(=O)O)c2)cc1S(=O)(=O)N1CCCCC1	0	1.9	1.9
100	CCCn1c(SCC(=O)Nc2cc(Cl)ccc2OC)n[nH]c1=O	-44	0.37	-0.1
101	O=C(CSc1nnc(CNC(=O)c2ccco2)o1)Nc1ccccc1	-27	.	.
102	CC(=O)c1c(NCCc2ccccc2)nc(=S)n(-c2ccccc2)c1C	0	.	.
103	Cc1cc(C)nc(N/C(=N\S(=O)(=O)Cc2ccccc2)Nc2ccccc2Br)n1	-107	-0.17	0.86
104	C=CCNc1sc(C(=O)c2cccs2)c(N)c1C#N	.	0.6	1.1
105	CCOC(=O)C1=NN(N=O)C2(CC(=O)N(c3cc(C)cc(C)c3)C2=O)C1 (stereo not given)	28	0.48	0.12
106	CCOC(=O)c1nn(-c2ccccc2)c(C#N)c1NC(=O)c1nn(CC)cc1Br	68	-1	-0.74
107	O=C(O)c1ccc(COc2ccc(Cl)cc2)o1	-8	0.63	-0.14
108	C=CCC(O)(CCN1CCCCC1)c1ccccc1 (stereo not given)	-32	-0.45	-0.4
109	Cc1cccc(C)c1NC(=O)C(NC=O)c1ccc(Cl)cc1 (stereo not given)	-42	0.59	-0.57
110	CC(=O)c1c(C)[nH]c(C(=O)CSc2nnc(-c3cccs3)n2Cc2ccccc2)c1C	-31	-0.37	-0.36
111	CCCNC(=O)/C=C/c1ccc(S(=O)(=O)Nc2ccccc2OC)cc1	0	.	.

An excerpt (hit frequency here may not be typical).
